sPLA2-III inh: Inhibits HGIII-sPLA2 liposome hydrolysis, primary screen. Q9NZ20. QFRET BODIPY PC-A2 liposome hydrolysis, fluorescence. inhibition, % at 12.2 µM. hit rate 0.56% among 370,000. AID 743126;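 active means inhibition above mean plus 3 SD of compounds lying within the high and low control bounds, cut at about 19% in these data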;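 further: 0% = median of test compound wells and 100% = no enzyme DMSO wells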
DAX1 inh-1: DAX1 (NR0B1) inhibition, primary screen. inhibition, % at 6.8 µM. AID 652010. hit rate 1.1% among 370,000. HEK293T StAR-luciferase reporter, SF-1/DAX-1 repression relief;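 active means inhibition above the mean over all tested compounds plus 3 SD, cut at about 3.6% in these data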;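 further: 0% = DAX-1 cells with DMSO and 100% = cells lacking DAX-1 with DMSO; higher inhibition means more luminescence from relief of DAX-1 repression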
ssDAF12 agonist: activators of S. stercoralis DAF-12 nuclear receptor. HEK293 ssDAF-12/GRIP1 lit1-tk-luc reporter, luminescence; % of 3 µM dafachronic acid response. hit rate 1% among 370,000. activation, % at 6.8 µM;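 active means activation above the mean over all tested compounds plus 3 SD, cut at about 0.9% in these data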;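 further: 0% = DMSO-only wells and 100% = 3 µM delta7-dafachronic acid wells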
NPR1 activator: GC-A (human) enzyme activation | HEK293 GC-A cells, cGMP TR-FRET, EC30 ANP; 0% at EC30 ANP, 100% saturating ANP | activation, % at 10 µM | hit rate 0.14% among 370,000; in the data active means activation above about 40%
SMARCA2 act: activators of SMARCA2 function | MG213 cells, MMTV-luciferase reporter, dexamethasone, overnight | activation, % at 9.1 µM | hit rate 1% among 370,000; in the data active means activation above about 7.8%;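 further: 0% = vehicle wells and 100% = reference activator wells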
DAX1 inh-2: NR0B1 (DAX1) inhibition. P51843. HEK293 Gal4-DAX1 luciferase reporter, luminescence. inhibition, % at 6.75 µM. hit rate 0.99% among 340,000. AID 504766;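 active means inhibition above the mean over all tested compounds plus 3 SD, cut at about 4.2% in these data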;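 further: 0% = DAX1-transfected cells with DMSO and 100% = empty-vector control cells with DMSO; inhibition shows as a rise in luminescence from relieved DAX1 repression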
hcDAF12 agonist: activators of H. contortus DAF-12 nuclear receptor; HEK293 hcDAF-12 lit1-tk-luc reporter, luminescence; 0% DMSO, 100% Δ7-dafachronic acid; AID 652067; hit rate 1.4% among 370,000; activation, % at 6.8 µM;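 active means activation above the mean of all tested compounds plus 3 SD, cut at about 5.5% in these data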;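 further: 100% = response to 3 µM Δ7-dafachronic acid high control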
FXN GAA850 act: activators of GAA850 frataxin (FXN) promoter | activation, % at 6 µM | hit rate 0.56% among 360,000 | HEK293 lucGAA850 FXN promoter luciferase reporter, 24 h; percent of 10 µM SAHA response;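 active means activation above the average of all compounds screened plus 3 SD, cutoff fixed separately per campaign, cut at about 7.5% in these data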;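 further: 0% = DMSO wells and 100% = 10 µM SAHA wells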
GC-B act: GC-B (human) receptor activation; P20594; HEK293-GC-B cells, CNP EC30, cGMP TR-FRET; 0% at EC30 CNP, 100% saturating CNP; activation, % at 10 µM; hit rate 0.11% among 370,000; AID 1920062;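 active means activation at 10 µM reaching about 35% in either raw or pattern-adjusted values, limit read from the data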
Target sequence (P20594 whole entry, looked up): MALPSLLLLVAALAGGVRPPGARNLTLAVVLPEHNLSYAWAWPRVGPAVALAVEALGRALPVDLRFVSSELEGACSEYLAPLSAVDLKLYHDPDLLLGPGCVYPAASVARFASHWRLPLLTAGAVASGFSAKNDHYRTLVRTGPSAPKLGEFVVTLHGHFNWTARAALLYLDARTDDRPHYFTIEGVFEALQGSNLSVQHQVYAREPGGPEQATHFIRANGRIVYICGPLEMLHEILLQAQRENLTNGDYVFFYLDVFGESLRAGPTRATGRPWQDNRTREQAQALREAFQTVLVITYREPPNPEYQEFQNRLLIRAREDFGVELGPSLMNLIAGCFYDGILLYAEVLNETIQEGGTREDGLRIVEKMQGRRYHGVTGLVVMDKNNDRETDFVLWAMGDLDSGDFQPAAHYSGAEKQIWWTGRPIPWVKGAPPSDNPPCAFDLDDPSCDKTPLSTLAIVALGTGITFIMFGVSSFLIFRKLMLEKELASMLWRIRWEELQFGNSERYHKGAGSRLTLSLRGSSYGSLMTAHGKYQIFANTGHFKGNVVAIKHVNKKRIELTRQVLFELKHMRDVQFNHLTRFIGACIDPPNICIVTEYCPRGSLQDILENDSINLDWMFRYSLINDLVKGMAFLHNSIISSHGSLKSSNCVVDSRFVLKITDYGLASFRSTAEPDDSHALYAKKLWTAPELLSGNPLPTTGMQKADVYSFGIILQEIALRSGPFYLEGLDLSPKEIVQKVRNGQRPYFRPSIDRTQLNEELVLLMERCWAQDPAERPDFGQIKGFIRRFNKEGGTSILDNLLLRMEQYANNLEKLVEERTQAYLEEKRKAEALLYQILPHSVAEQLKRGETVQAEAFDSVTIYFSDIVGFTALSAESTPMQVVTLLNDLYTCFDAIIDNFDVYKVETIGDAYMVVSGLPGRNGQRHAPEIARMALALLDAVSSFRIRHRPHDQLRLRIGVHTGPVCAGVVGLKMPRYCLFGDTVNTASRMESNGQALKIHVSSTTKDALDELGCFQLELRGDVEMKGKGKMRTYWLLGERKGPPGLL
KLK7 zymogen act: activates the human kallikrein-7 zymogen; P49862; purified proKLK7, EDANS-DABCYL substrate fluorescence; 100% is mature enzyme control, 0% vehicle; activation, % at 7 µM; hit rate 0.9% among 370,000;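 active means activation above the mean of all tested compounds plus 3 SD, computed per campaign excluding outliers beyond control limits, cut at about 13% in these data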
hgDAF12 agonist: agonists of H. glycines DAF-12 nuclear receptor; hit rate 1.8% among 370,000; activation, % at 6.8 µM; HEK293 GAL4-hgDAF12 UAS-luciferase reporter, agonist luminescence; normalized to butyrate control;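 active means activation above a cutoff set at the mean of all screened compounds plus 3 SD, cut at about 10% in these data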;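 further: 0% = DMSO wells and 100% = sodium butyrate wells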
* hit, by the source's call; nt = no result given.

The opening four entries as a preview:
Screens in order – GC-B act	SMARCA2 act	DAX1 inh-2	ssDAF12 agonist	hgDAF12 agonist	NPR1 activator	hcDAF12 agonist	sPLA2-III inh	FXN GAA850 act	KLK7 zymogen act	DAX1 inh-1
> CCC(=O)N1CCCC1(C)C(=O)Nc1ccc2c(c1)CCN2C(C)=O (configuration not stated)
 : -4	-2	nt	-0.4	-1.1	2	0.5	6	0.9	-0.2	-0.6
> O=C(COC(=O)c1ccc(CNS(=O)(=O)c2ccc(F)c(Cl)c2)cc1)NCC1CCCCC1
 : 3	-2	0.2	-0.4	2.0	3	0.4	-4	-0.2	0.0	0.3
> Cc1c(Cl)cccc1NC(=O)CSc1nccn1C
 : 0	2	1.4	-0.8	-0.3	1	0.1	0	1.9	0.1	1.6
> Cc1ccc(OCc2nc3c4c(ncn3n2)-c2ccccc2CC42CCCC2)cc1
 : 0	2	0.6	-2.0	0.0	-1	-0.8	-3	0.7	0.1	1.0

The whole of this part, previewed entries included:
Screens in order – GC-B act	SMARCA2 act	DAX1 inh-2	ssDAF12 agonist	hgDAF12 agonist	NPR1 activator	hcDAF12 agonist	sPLA2-III inh	FXN GAA850 act	KLK7 zymogen act	DAX1 inh-1
> CCC(=O)N1CCCC1(C)C(=O)Nc1ccc2c(c1)CCN2C(C)=O (configuration not stated)
 : -4	-2	nt	-0.4	-1.1	2	0.5	6	0.9	-0.2	-0.6
> O=C(COC(=O)c1ccc(CNS(=O)(=O)c2ccc(F)c(Cl)c2)cc1)NCC1CCCCC1
 : 3	-2	0.2	-0.4	2.0	3	0.4	-4	-0.2	0.0	0.3
> Cc1c(Cl)cccc1NC(=O)CSc1nccn1C
 : 0	2	1.4	-0.8	-0.3	1	0.1	0	1.9	0.1	1.6
> Cc1ccc(OCc2nc3c4c(ncn3n2)-c2ccccc2CC42CCCC2)cc1
 : 0	2	0.6	-2.0	0.0	-1	-0.8	-3	0.7	0.1	1.0
> CN(C)C(=O)CSc1nnc(Cc2ccccc2)n1CC1CCCO1 (configuration not stated)
 : -4	0	1.6	-1.2	-0.3	-1	0.5	4	0.1	0.1	0.1
> O=C(Nc1ccc(Cl)cc1Cl)c1cccc(N2C(=O)C=CC2=O)c1
 : -10	0	0.4	-0.8	2.7	-35	-0.4	23*	1.9	-0.4	0.4
> COc1ccc(C2/C(=C(\O)c3ccc4c(c3)CC(C)O4)C(=O)C(=O)N2Cc2cccnc2)c(OC)c1 (configuration not stated)
 : 3	-2	0.2	-1.2	2.1	4	-1.7	-2	-0.3	0.6	0.1
> Cc1[nH]ccc(=O)c1OCc1c(F)cccc1Cl
 : 3	-3	1.0	-1.0	-1.9	0	-0.7	13	3.6	-0.1	0.4
> COC(=O)COc1ccccc1C(N)=O
 : 2	0	0.3	-0.5	-1.1	4	-1.6	3	-2.1	-0.5	-0.9
> CCCCn1c(N)c(N(CC(C)C)C(=O)C2CCN(S(=O)(=O)c3ccc(OCC)cc3)CC2)c(=O)[nH]c1=O
 : 0	3	-0.1	-0.6	2.7	2	0.4	-1	0.5	-0.2	0.1

(listing goes on)
Screens in order – GC-B act	SMARCA2 act	DAX1 inh-2	ssDAF12 agonist	hgDAF12 agonist	NPR1 activator	hcDAF12 agonist	sPLA2-III inh	FXN GAA850 act	KLK7 zymogen act	DAX1 inh-1
> CC(CN1CCN(Cc2ccccc2)CC1)c1ccccc1 (configuration not stated)
 : 2	0	0.6	-1.2	1.1	2	-0.5	-3	0.4	-0.2	-0.5
> C=CCn1c(NCCO)nc2c1c(=O)n(C)c(=O)n2C
 : 8	-1	-0.2	-1.7	0.1	5	0.2	1	-0.7	-0.7	-0.8
> CCC[C@H]1[C@@H](OC(=O)NCc2cccs2)CC[C@@]23CCCN2C(=O)CCC[C@@H]13
 : -12	nt	nt	-1.2	1.1	-10	-0.8	4	nt	nt	nt
> CN(C)C(=O)N1CCC(C(=O)NCc2ccc3c(c2)OCO3)CC1
 : 4	1	1.7	-1.4	0.4	4	-1.1	0	1.6	-0.4	0.5
> CCN1CCCC1Cn1cnc2c([nH]c3cccc(Cl)c32)c1=O (configuration not stated)
 : -1	0	-0.4	-0.4	-1.4	21	1.4	1	-0.9	2.4	-0.5
> CCC1Sc2ccc(S(=O)(=O)CCC(=O)NCc3ccco3)cc2NC1=O (configuration not stated)
 : 0	0	-0.1	-0.6	-0.3	-5	-0.1	-5	-0.7	-0.2	-0.3
> COc1ccc(NC(=O)c2cccc(S(=O)(=O)N3CCN(C)CC3)c2)c(OC)c1
 : -2	-3	3.0	-1.1	3.8	0	-1.7	7	-0.1	-0.4	0.0
> COc1c2c(nc3ccccc13)OC(C(C)(O)COC(C)=O)C2 (configuration not stated)
 : -1	-3	-0.3	-2.1	-0.8	1	-0.4	7	5.1	0.1	1.2
> Cc1ccc(CSCC(=O)Nc2cc(S(=O)(=O)N3CCOCC3)ccc2OC(C)C)cc1
 : 5	0	-1.4	-1.3	-1.4	3	-0.9	-10	5.2	0.7	-2.5
> Cc1sc(NC(=O)c2ccco2)c(C(c2cccnc2)N2CCN(c3ccc(F)cc3)CC2)c1C (configuration not stated)
 : -2	-4	-2.9	-1.6	-3.5	-10	-0.6	-1	-9.2	-0.4	-4.6

(further entries)
Screens in order – GC-B act	SMARCA2 act	DAX1 inh-2	ssDAF12 agonist	hgDAF12 agonist	NPR1 activator	hcDAF12 agonist	sPLA2-III inh	FXN GAA850 act	KLK7 zymogen act	DAX1 inh-1
> CCc1ccccc1NC(=O)c1ccc(-n2c(C)ccc2C)cc1
 : 0	1	0.1	-1.4	-2.2	-1	-1.9	4	-1.7	-0.5	0.1
> Cc1cc(Br)ccc1SCC(=O)OCC(=O)Nc1ncc(C(F)(F)F)cc1Cl
 : -3	1	0.2	-1.2	-1.9	-2	1.7	-6	-2.6	-0.6	0.2
> COc1ccc(-c2cc(=Nc3c(C)n(C)n(-c4ccccc4)c3=O)c3ccccc3o2)cc1
 : 1	1	5.3*	0.8	19*	7	6.0*	-5	2.8	40*	3.5
> CC1(C(=O)NC2CCN(Cc3ccccc3)CC2)CCN1Cc1cc2ccccc2o1 (configuration not stated)
 : 1	-3	nt	-1.5	-1.8	-10	-2.1	-7	-2.8	0.5	0.1
> CCCCn1c(N)c(N(CC(C)C)C(=O)c2cccc(OCc3ccccc3)c2)c(=O)[nH]c1=O
 : 10	-1	0.3	-1.3	0.2	-1	-0.7	7	0.9	0.5	0.8
> C=CCn1c(O)c(C2=c3ccccc3=NC2=O)c2ccccc21
 : -3	2	-0.1	-1.2	0.5	-11	5.3	5	2.3	0.3	-1.0
> COC(=O)CCN(C1CCCCC1)S(=O)(=O)c1ccc(S(=O)(=O)NC2CCCCC2)cc1
 : -5	-3	-0.9	-1.3	-2.2	-1	-2.1	-32	-4.1	-0.3	0.2
> O=[N+]([O-])c1cc(S(=O)(=O)NCCCN2CCOCC2)ccc1Cl
 : 2	-2	0.8	-1.6	-1.2	3	1.9	11	3.4	-0.3	-0.5
> CCC(CC)NCc1ccc(OC)cc1OC
 : -5	0	-0.3	-1.2	0.2	-2	-0.7	2	-1.4	-0.3	0.4
> O=C(/C=C/c1ccc(Cl)c(Cl)c1)n1cccn1
 : 11	1	-1.0	-1.0	1.5	1	-1.2	3	-0.2	-0.5	0.7

Later entries:
Screens in order – GC-B act	SMARCA2 act	DAX1 inh-2	ssDAF12 agonist	hgDAF12 agonist	NPR1 activator	hcDAF12 agonist	sPLA2-III inh	FXN GAA850 act	KLK7 zymogen act	DAX1 inh-1
> CCc1ccccc1NC(=O)COc1ccc(N2CC(C(N)=O)CC2=O)cc1 (configuration not stated)
 : 4	-1	1.6	-0.7	-2.4	-1	1.1	3	1.5	-0.4	-0.5
> COCCNC(=O)C(=O)N/N=C(\C)CC(=O)Nc1ccc(Cl)cc1Cl
 : 3	0	-1.4	-0.6	-1.0	-2	-0.7	-10	1.5	-1.2	-0.3
> CCOC(=O)c1ccc(CNC(=O)Cn2nnc(-c3ccc(C)cc3)n2)o1
 : 7	-3	-0.8	-1.1	1.1	4	-1.6	0	-0.8	-0.4	-1.3
> Nn1c(=S)[nH]nc(Cc2ccc(O)cc2)c1=O
 : 0	1	0.8	-1.0	-0.1	1	-0.7	5	-0.4	0.1	0.0
> Cc1ccc(C(CNC(=O)c2ccc(Br)o2)N2CCN(C)CC2)cc1 (configuration not stated)
 : -5	1	0.5	-1.4	-0.5	-10	-0.4	-1	1.0	-0.2	1.0
> Cc1ccc(NC(=O)CCN2C(=O)CSC2=O)c(C)c1
 : 0	0	1.0	-1.2	0.4	0	1.2	-4	0.7	-0.3	0.5
> Cc1ccc2c(c1)c1c(n2CC(O)Cn2c(C)nc3ccccc32)C(=O)CCC1 (configuration not stated)
 : -5	-3	-1.0	-1.3	-2.6	-6	-1.4	0	-0.1	-8.0	-0.6
> O=C(Cn1c(-c2ccccc2)c[n+]2ccsc12)c1ccc(Br)cc1
 : -3	-5	-0.1	-1.1	2.4	8	-1.1	-26	-1.5	-0.4	-0.2
> C/C(=N\NC(=O)Cc1csc(N2CCOCC2)n1)c1ccc(Cl)c(Cl)c1
 : -9	0	0.3	-1.0	1.9	-7	-0.6	-1	-0.9	0.1	-0.3
> COc1ccc(F)cc1C(=O)C1CCCN(Cc2cccn2-c2cccnc2)C1 (configuration not stated)
 : -6	-3	0.3	-1.9	-2.6	-3	-0.8	-5	-4.2	0.4	-0.6

Next section.
Screens in order – GC-B act	SMARCA2 act	DAX1 inh-2	ssDAF12 agonist	hgDAF12 agonist	NPR1 activator	hcDAF12 agonist	sPLA2-III inh	FXN GAA850 act	KLK7 zymogen act	DAX1 inh-1
> O=C(NCc1cccc(Cl)c1)C1=CC=CN2CCS(=O)(=O)N=C12
 : 1	-3	0.9	-1.5	-1.1	0	-1.3	10	0.5	5.7	0.6
> COc1ccc(-c2csc(-c3cccs3)n2)cc1OC
 : 2	4	2.0	-0.7	14*	2	4.9	-17	5.1	-1.3	8.0*
> OCCSc1nc(N2CCOCC2)nc(N2CCOCC2)n1
 : 1	4	-0.3	-1.6	3.2	-3	-1.6	5	-0.7	0.2	0.7
> Cc1cccc(C)c1NC(=O)CNC(=O)Cc1c[nH]c2ccccc12
 : 2	-3	0.8	0.6	2.3	1	4.1	-23	1.6	0.6	0.8
> CCc1c(C(=O)NCc2cnn(C)c2)csc1C
 : 5	-1	0.9	-1.4	-2.2	1	-1.8	-4	1.5	0.5	-0.3
> COc1ccccc1CNC(=O)C1CCN(S(=O)(=O)N2CCCCC2)CC1
 : -1	-2	-1.1	-1.6	1.5	1	-1.0	3	1.5	-0.2	-0.1

Source: PubChem
